# Y pestis TopoI: inhibitors of Yersinia pestis topoisomerase I. Y. pestis Topo-I cleavage product accumulation, plate reader. activity, % at 10 µM. 0.064% of 360,000 active. AID 504884; in the data active = activity above about 50%, passing the limit was not always enough; also: inactives centre near 2
# 3CLpro inhibitor: SARS-CoV 3CLpro protease inhibition; inhibition, % at 6 µM; 0.14% of 290,000 active; recombinant SARS-CoV 3CLpro, quenched FRET peptide cleavage; P0C6X7; AID 1706; in the data active = inhibition above about 12%
# PfHsp40 yeast: rescue of PfHsp40-mediated yeast toxicity | S. cerevisiae expressing PfHsp40, growth rescue, ATP luminescence | growth rescue, % at 12.5 µM | 0.68% of 340,000 active; in the data active = growth rescue above about 28%, passing the limit was not always enough;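 also: yeast W303a lacking pdr1 and pdr3 grown in galactose medium; growth measured after three days at 30 °C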
# MazEF act: MazEF (E. coli) toxin RNase activation; activation, % at 20 µM; AID 504720; FAM/BHQ RNA-DNA oligo cleavage fluorescence, 5 h; P0AE70; 0.32% of 350,000 active; in the data active = activation above about 50%
# Anthrax LF prot: blocks Bacillus anthracis lethal factor protease; 0.12% of 360,000 active; inhibition, % at 10 µM; multiplex microsphere protease cleavage assay, LF; P15917; AID 588501; in the data active = inhibition above about 30%; also: plate controls were buffer without enzyme for full effect and enzyme alone for no effect
# Target sequence (P15917 whole entry, looked up): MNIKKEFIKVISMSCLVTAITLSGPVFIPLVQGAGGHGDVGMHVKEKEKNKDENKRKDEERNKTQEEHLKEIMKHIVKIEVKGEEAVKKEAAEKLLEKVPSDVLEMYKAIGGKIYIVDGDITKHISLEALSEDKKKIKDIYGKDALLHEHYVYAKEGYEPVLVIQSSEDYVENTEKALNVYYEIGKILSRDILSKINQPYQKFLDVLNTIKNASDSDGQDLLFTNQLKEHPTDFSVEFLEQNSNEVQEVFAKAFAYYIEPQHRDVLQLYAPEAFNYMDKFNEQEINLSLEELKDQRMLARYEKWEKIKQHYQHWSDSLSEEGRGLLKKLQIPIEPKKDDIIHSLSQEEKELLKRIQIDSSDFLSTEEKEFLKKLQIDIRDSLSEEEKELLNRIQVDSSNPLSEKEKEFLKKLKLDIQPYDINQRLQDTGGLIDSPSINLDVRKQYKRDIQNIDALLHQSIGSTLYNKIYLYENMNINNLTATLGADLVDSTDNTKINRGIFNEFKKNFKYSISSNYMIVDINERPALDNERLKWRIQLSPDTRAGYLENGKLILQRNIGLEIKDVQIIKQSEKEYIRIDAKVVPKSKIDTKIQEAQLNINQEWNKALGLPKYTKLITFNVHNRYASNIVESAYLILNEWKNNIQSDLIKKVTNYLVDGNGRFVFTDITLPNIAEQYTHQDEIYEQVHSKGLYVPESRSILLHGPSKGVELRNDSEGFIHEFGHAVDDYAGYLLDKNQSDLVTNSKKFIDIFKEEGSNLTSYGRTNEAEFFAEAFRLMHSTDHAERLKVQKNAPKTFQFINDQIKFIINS
# Rv3671c protease: Rv3671c (M. tuberculosis) protease inhibition | 0.048% of 320,000 active | P9WHR9 | inhibition, % at 5.96 µM | AID 2606; in the data active = inhibition above about 38%;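 also: extracellular domain of Rv3671c used as enzyme; 0% = enzyme with DMSO and 100% = no enzyme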
# Vc quorum ag: quorum light induction in luxS cqsA deficient V. cholerae. V. cholerae BH1578 lux reporter, luminescence, 6 h. activation, % at 18.7 µM. 0.16% of 350,000 active. AID 588436; in the data active = activation mostly above about 9.7%, no sharp cut-off; also: not every result past the cut was called active; inactives centre near 0; reference of the scale not given here
# VHR inh abs: DUSP3 (human) phosphatase inhibition; inhibition, % at 13.3 µM; AID 1654; P51452; 0.52% of 290,000 active; recombinant VHR phosphatase, pNPP absorbance; in the data active = inhibition above about 50%; also: some compounds called inactive have numbers as strong as hits
# Target sequence (P51452 whole entry, looked up): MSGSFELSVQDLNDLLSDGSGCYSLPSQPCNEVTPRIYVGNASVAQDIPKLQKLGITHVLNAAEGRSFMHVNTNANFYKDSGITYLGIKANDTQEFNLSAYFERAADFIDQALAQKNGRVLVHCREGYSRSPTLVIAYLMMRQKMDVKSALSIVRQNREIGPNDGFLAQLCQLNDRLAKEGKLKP
# TcdB inh: TcdB glycohydrolase inhibition; P18177; TcdB glycohydrolase enzymatic assay, plate reader; inhibition, % at 9.99 µM; 0.24% of 350,000 active; AID 652162; in the data active = inhibition above about 10%
# PriA SSB inh: inhibitors of Klebsiella pneumoniae PriA binding to SSB C-terminal tail. AID 1272365. inhibition, % at 33 µM. 0.6% of 430,000 active. AlphaScreen SSBct-PriA binding, biotinylated peptide; in the data active = inhibition mostly above about 37%, no sharp cut-off; inactive = mostly below about 20%;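 also: plate controls were negative control peptide for no effect and reference peptide for full effect; strong numbers were not always called active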
# Starred values were filed as active, the others as inactive; i = inactive; . = no result given. The list is partial; count on the stated rates, not on these rows.
smiles	Y pestis TopoI	3CLpro inhibitor	PfHsp40 yeast	MazEF act	Anthrax LF prot	Rv3671c protease	Vc quorum ag	VHR inh abs	TcdB inh	PriA SSB inh
Cc1cccc(N(CC(=O)N2CCCC2)S(=O)(=O)c2ccccc2)c1C	5.5	-6.3	0.3	4.8	-3.9	-8.8	i	10.7	.	-10.9
CC(/C=C/c1ccco1)=N\NC(=O)CNc1ccc2ccccc2c1	1.1	-0.6	-0.8	-3.7	-3.3	-3.5	-0.4	23.4	0.8	.
Cc1nnc(SCC(=O)Nc2ccc(Cl)cn2)n1Cc1ccccc1	-11.4	6.4	-0.9	-0.3	-0.7	-7.9	i	2.8	.	-2.1
CCc1cc2c(C)ccc(C)c2nc1SCC(=O)Nc1cc(C)on1	5.4	-9.6	2.3	28.4	-3.2	-4.1	-0.9	-2.6	-0.8	9.8
CCn1c(SCC(=O)c2ccc(CNC(C)=O)o2)nnc1-c1cccs1	-10.2	-0.8	0.0	3.5	3.2	0.0	i	13.2	.	-7.3
CCCC(=O)NC(Nc1ccc(S(=O)(=O)Nc2cc(C)on2)cc1)(C(F)(F)F)C(F)(F)F	-1.4	-0.7	1.5	-1.7	2.6	4.6	i	.	.	-0.4
C=CCc1cc(/C=N/NC(=O)CSc2nnc(CCCc3ccc(OC)cc3)o2)cc(OC)c1O	18.8	0.7	0.5	1.5	-1.1	0.5	-3.2	7.3	.	.
Cc1ccccc1NS(=O)(=O)c1ccc(OCCNS(C)(=O)=O)cc1	-9.9	-0.5	1.8	3.2	-2.6	-5.7	-0.3	2.6	.	-0.6
Cc1ccc(-n2c(CNc3ccc(F)cc3)nnc2SCC(N)=O)cc1	-4.2	-0.5	-1.1	2.4	0.2	-8.4	i	-30.4	.	8.0
COCC(=O)Nc1sc2c(c1C(=O)OC)C(C(=O)OC)CC2 (centres undefined)	4.8	-3.9	-0.6	2.8	-1.9	-3.8	i	20.7	.	-7.0
CC1(C(=O)N2CCCCC2)CCN1C(=O)Cc1ccc(-c2ccccc2)cc1 (centres undefined)	42.9	.	.	.	2.3	.	i	.	0.2	.
COc1ccc(C(NC(=O)C2CCN(CCCc3ccccc3)CC2)c2cccs2)cc1 (centres undefined)	-7.1	.	.	.	1.1	.	i	.	0.9	.
O=C(OCC(=O)N1CCCCCC1)c1n[nH]c(=O)c2ccccc12	3.1	-1.0	-0.7	5.8	-3.0	-2.1	-5.6	7.9	.	0.2
CC1CCCC(NC(=O)COC(=O)c2cccnc2Cl)C1C (centres undefined)	2.3	.	-1.7	-0.1	-2.3	-7.1	i	.	1.5	0.7
CCOc1ccc2nc(NC(=O)Cn3cnc4c3c(=O)n(C)c(=O)n4C)sc2c1	-3.9	2.7	-0.1	5.3	-1.9	-13.7	i	10.4	.	-8.2
COC(=O)c1ccc(Nc2ncnc3c2cnn3-c2cccc(C)c2)cc1	-2.9	3.6	0.8	17.0	-0.8	-0.8	-0.1	13.4	0.6	-6.6
CN1CCN(c2ccc(C(CC(N)=O)NC(=O)Cc3ccc(Br)cc3)cc2[N+](=O)[O-])CC1 (centres undefined)	-3.5	.	-2.4	-3.7	-3.9	5.9	i	-0.7	-1.4	-11.5
O=C(CS(=O)(=O)c1ccccc1)Nc1nnc(Cc2ccccc2)s1	7.1	-1.8	-1.4	-3.6	-2.8	1.8	-0.7	14.4	-0.1	-4.3
COCCNC(=S)N(CCc1c(C)[nH]c2ccc(OC)cc12)Cc1cccnc1	-3.8	-2.8	-2.0	0.1	-1.8	1.5	i	3.0	0.6	7.1
O=S(=O)(Nc1ccc(-c2nnc(SCc3ccc(Cl)cc3)o2)cc1)c1ccccc1	-5.4	6.0	-0.3	-2.2	-0.4	-161.7	i	8.3	.	-4.8
COC(=O)c1cc(-c2ccc(F)cc2)n(-c2ccccc2)n1	3.2	-2.7	2.5	4.2	5.3	-3.3	1.6	.	0.8	-1.6
CC(C)CC(=O)NC(=S)Nc1ccc(S(=O)(=O)N2CCCC2)cc1	-8.0	1.7	0.0	-11.9	3.3	0.6	-0.4	6.4	0.3	-25.7
CC(=O)Nc1ccc(S(=O)(=O)NC2(C(F)(F)F)C(=O)NC(C)=C2C#N)cc1 (centres undefined)	3.6	1.9	4.0	-3.1	-2.8	-0.5	-0.6	11.0	1.0	-9.1
COc1ccc(C(=O)CCNc2cccc(Cl)c2)cc1	-1.6	-5.8	-0.8	-18.0	-2.3	1.2	1.5	37.3	.	-9.7
CC(=O)Nc1c(C#N)c(C(C)(C)C)cn1C	-2.8	-1.6	-0.5	4.5	-1.2	0.6	-1.7	-3.8	.	1.4
COc1cc(C2C3C(=O)N(c4ccccc4)C(=O)C3ON2c2ccccc2)cc(OC)c1OC (centres undefined)	6.9	4.5	1.9	-2.7	-0.4	6.1	-0.6	31.9	.	-11.7
CNC(=O)C1=C(C)Nc2nc3ccccc3n2C1c1ccc(F)cc1 (centres undefined)	2.2	3.8	-1.5	8.7	-10.8	-0.2	-0.4	21.3	2.5	-3.2
O=C1COc2ccc(S(=O)(=O)N3CCN(c4cccc(Cl)c4)CC3)cc2N1	14.8	3.7	53.4*	-11.5	0.7	3.6	-0.3	-7.2	0.5	-6.2
COc1ccc(OC)c(NC(=O)C(CC(=O)O)NCc2ccco2)c1 (centres undefined)	-1.7	1.9	-0.2	7.2	1.5	5.3	.	35.1	.	-21.3
CCC(C)(C(=O)NC1CCCCC1)N(CC1CCCO1)C(=O)c1ccccn1 (centres undefined)	-4.6	-5.5	0.2	2.9	1.5	2.8	i	-18.0	.	-11.8
Cc1cc(COC(=O)C2N3C(=O)[C@@H](NC(=O)COc4ccccc4)[C@H]3SC2(C)C)on1 (some centres undefined)	29.6	-3.8	2.7	5.1	4.6	-1.3	i	39.9	0.7	-1.0
CCNc1ccc(S(=O)(=O)N(C)C)cc1NCC(=O)Nc1ccccc1Br	-3.2	0.5	-0.9	15.8	-7.2	-12.2	-0.5	20.4	0.0	5.4
O=c1[nH]c(/C=C/c2cccc3ccccc23)nc2ccccc12	9.7	2.3	1.3	-10.1	-7.5	-16.6	0.3	18.2	0.5	5.3
CCN1CNC(=S)N(Cc2ccccc2)C1	-8.5	9.6	0.3	-1.0	2.0	4.6	-0.2	-6.1	-1.4	3.6
CCOC(=O)c1sc2nc(NC(=O)C(C)(C)C)sc2c1C	-2.8	2.1	-0.1	6.0	6.1	-4.0	-0.3	0.4	1.5	-17.3
CN(C)c1ccc(/C=N/NC(=O)CN2CCCCC2)cc1Br	0.5	-2.4	-1.5	8.5	-0.1	0.0	-0.3	17.9	0.5	.
Cc1cc(NC(=O)c2noc3c2CCCCC3)nn1Cc1ccc(Cl)cc1	15.6	5.7	-0.7	14.8	-1.8	-5.9	-0.6	-0.2	.	-11.8
CCOc1ccc(Oc2nc(NCC(C)C)nc(OC)n2)nn1	0.2	2.2	0.5	4.1	-11.9	8.1	-0.3	2.4	-1.7	-7.5
O=C(CCc1nnc(C2CCCCC2)o1)NCc1cccc(-n2cccn2)c1	6.4	-0.8	-2.4	7.0	4.7	-5.3	i	22.0	1.8	-6.4
CC(NC(=O)c1ccccc1)c1nc2ccccc2n1Cc1ccc(C#N)cc1 (centres undefined)	0.0	1.9	-0.4	1.9	-1.0	-4.6	-0.5	3.6	.	-0.2
Cc1ccc(C(O)c2ccncc2)cc1 (centres undefined)	-1.9	0.8	-0.2	2.2	-13.0	8.7	-1.3	39.2	0.9	-29.9
N#CCc1cccnc1Sc1ccc(Cl)cc1	-8.3	.	-1.0	-5.1	-3.8	-2.2	-0.4	.	2.2	-24.6
COC(=O)C(Cc1c[nH]c2ccccc12)NC(=O)C1CC1 (centres undefined)	2.4	-1.7	-0.5	6.3	1.9	-17.9	-0.5	29.3	-0.1	-3.7
CC1(C)CC(=O)C2=C(C1)N(Cc1ccco1)C(=O)C2(NC(=O)C1CCCCC1)C(F)(F)F (centres undefined)	-6.4	-1.7	1.0	-0.7	-5.5	1.6	-0.3	-17.1	.	2.2
O=C(COC(=O)c1ccccn1)NC(=O)c1ccccc1	-1.5	.	-1.1	0.5	0.8	3.1	-2.6	.	-0.7	-8.9
Cc1nn(C)c(C)c1/C=N/NC(=O)c1csc2ccccc12	.	1.2	.	-2.3	.	3.9	.	-7.3	.	.
COC(=O)C1=C(c2ccc(F)cc2OCc2ccccc2)C[C@@H]2CC[C@H]1N2C(=O)NCc1ccccc1Cl	-0.8	.	-0.8	-10.4	1.2	-35.1	-0.6	.	1.3	-7.6
FC(F)(F)c1cc(Cl)c2nnc(C(F)(F)Cl)n2c1	-0.8	2.3	0.8	2.7	-2.2	2.9	-0.3	21.6	-0.1	-4.3
Cc1ccc2[nH]c3c(=O)n(CCN4CCNCC4)cnc3c2c1	4.9	-4.8	-0.7	8.7	4.5	1.9	-0.4	-7.3	.	11.4
NC1=NC(=O)NC1(c1ccccc1)c1ccccc1	9.4	.	-0.2	1.4	-2.3	.	-0.9	.	1.2	-12.1
Cc1ccc(Cn2c(N3CCN(CCO)CC3)nc3c2c(=O)n(C)c(=O)n3C)cc1	-4.4	1.4	0.6	12.1	-2.9	2.2	-0.1	-10.0	2.4	-8.4
CC1(CCc2ccccc2)NC(=O)N(CC(=O)Nc2c(F)cccc2F)C1=O (centres undefined)	-5.7	.	-0.4	1.3	-0.9	3.1	i	.	-0.1	0.5
COc1ccc(Cl)cc1NC(=O)/C=C/C(=O)O	2.9	-1.8	-0.2	9.3	-6.5	3.6	-0.5	9.6	0.2	2.2
O=C(COC(=O)c1ccccc1NC(=O)c1ccco1)NCC1CCCCC1	-8.4	1.1	0.8	9.0	-6.4	-1.4	-0.3	7.8	.	-7.7
Cc1cc(Cl)c(OCCOCCN2CCN(C)CC2)c(Br)c1	4.9	-2.5	0.6	13.8	6.8	0.6	-0.5	-6.4	-0.3	-11.4
CCCCCNC(=O)c1cn(CC)c2cc(N3CCN(C)CC3)c(F)cc2c1=O	13.8	-2.2	-1.9	9.2	-2.6	-3.5	2.1	19.7	-0.5	-6.1
CC[C@]12c3[nH]c4ccccc4c3CCN1C(=O)C(CC(=O)NCCN1CCOCC1)C[C@@H]2C(=O)N1CCN(C(=O)c2ccco2)CC1 (some centres undefined)	-2.5	.	-0.1	-16.9	-0.8	2.1	-0.7	.	1.2	-13.4
CN(C)C(=O)CSc1nnc(-c2ccco2)n1-c1ccccc1	-2.5	.	-2.6	0.8	11.9	.	-0.3	.	0.8	-23.4
Cc1ccc(C(=O)Nc2nc3n(n2)C(c2ccccc2)CC(=O)N3)cc1 (centres undefined)	-0.2	2.7	.	1.7	12.7	2.5	i	12.5	0.7	-3.0
O=C(NCc1cccnc1)c1cc(C2CCCN(S(=O)(=O)c3cccs3)C2)on1 (centres undefined)	0.1	.	.	.	-0.6	.	-0.7	.	2.1	.

# Only VHR inh abs, PriA SSB inh and Rv3671c protease (3 entries from above):
SMILES	VHR inh abs	PriA SSB inh	Rv3671c protease
COC(=O)C1=C(c2ccc(F)cc2OCc2ccccc2)C[C@@H]2CC[C@H]1N2C(=O)NCc1ccccc1Cl	.	-7.6	-35.1
CC[C@]12c3[nH]c4ccccc4c3CCN1C(=O)C(CC(=O)NCCN1CCOCC1)C[C@@H]2C(=O)N1CCN(C(=O)c2ccco2)CC1 (some centres undefined)	.	-13.4	2.1
O=C(COC(=O)c1ccccc1NC(=O)c1ccco1)NCC1CCCCC1	7.8	-7.7	-1.4

# Screening data from PubChem.
